Mtb RmlCD inh: M. tuberculosis RmlC/RmlD inhibition; P9WH09+P9WH11; RmlC+RmlD coupled enzyme assay, percent inhibition; primary screen in compound mixtures; inhibition, % at 3.6 µM; 160,000 tested, 0.03% active; AID 1533; in the data active = inhibition mostly above about 34%, no sharp cut-off; also: some results filed as inactive read as strong as hits
Target sequence (P9WH09 whole entry, looked up): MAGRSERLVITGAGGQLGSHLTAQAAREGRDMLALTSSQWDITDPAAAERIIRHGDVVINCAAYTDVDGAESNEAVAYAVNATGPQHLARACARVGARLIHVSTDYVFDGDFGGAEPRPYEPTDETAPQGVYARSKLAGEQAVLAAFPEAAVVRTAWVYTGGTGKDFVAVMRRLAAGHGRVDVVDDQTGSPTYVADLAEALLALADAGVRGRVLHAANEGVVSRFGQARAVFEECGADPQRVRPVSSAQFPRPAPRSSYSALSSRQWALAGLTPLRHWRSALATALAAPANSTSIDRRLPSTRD
Target sequence (P9WH11 whole entry, looked up): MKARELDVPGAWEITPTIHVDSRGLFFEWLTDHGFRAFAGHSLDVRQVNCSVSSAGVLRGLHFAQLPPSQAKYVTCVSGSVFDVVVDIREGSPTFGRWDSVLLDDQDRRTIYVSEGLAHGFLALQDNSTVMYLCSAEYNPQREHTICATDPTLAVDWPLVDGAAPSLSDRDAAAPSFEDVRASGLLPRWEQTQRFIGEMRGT
M. tuberculosis GlmU: inhibition of mycobacterial GlmU enzyme – biochemical, glucosamine-1-phosphate acetyltransferase (AID 1376). M. tuberculosis GlmU acetyltransferase enzyme assay; higher % means a stronger effect. inhibition, %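 (tested at 30 µM in the primary screen)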; hits with a dose series show IC50 in µM. 220,000 tested, 0.25% active; in the data active = inhibition above about 13%;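 also: 0% = complete reaction with vehicle and 100% = reaction without substrate; strong numbers were not always called active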
Active calls of the source: *; . = not tested or not shown; & = joins results of further samples.

The first five compounds, to show the layout:
#	structure	Mtb RmlCD inh	M. tuberculosis GlmU
1	O=C(Nc1ccc(-n2nncc2-c2ccco2)cc1)c1ccc(F)cc1	8	6.2%
2	O=C(NNS(=O)(=O)c1ccc(Cl)cc1)c1ccc(S(=O)(=O)N2CCCCC2)cc1	0	4.6%
3	CCOc1ccc(C(CC(=O)O)NC(=O)C23CC4CC(CC(C4)C2)C3)cc1 (stereo not given)	-5	6.1%
4	Cn1c2c(c(=O)n(C)c1=O)C(C(F)(F)F)(C(F)(F)F)N=C(c1ccc(Cl)cc1)N2	18	2.7%
5	CC(=O)/C=C\c1cn(-c2ncc(C(F)(F)F)cc2Cl)c2ccccc12	10	2.5%

Results, previewed entries included:
#	structure	Mtb RmlCD inh	M. tuberculosis GlmU
1	O=C(Nc1ccc(-n2nncc2-c2ccco2)cc1)c1ccc(F)cc1	8	6.2%
2	O=C(NNS(=O)(=O)c1ccc(Cl)cc1)c1ccc(S(=O)(=O)N2CCCCC2)cc1	0	4.6%
3	CCOc1ccc(C(CC(=O)O)NC(=O)C23CC4CC(CC(C4)C2)C3)cc1 (stereo not given)	-5	6.1%
4	Cn1c2c(c(=O)n(C)c1=O)C(C(F)(F)F)(C(F)(F)F)N=C(c1ccc(Cl)cc1)N2	18	2.7%
5	CC(=O)/C=C\c1cn(-c2ncc(C(F)(F)F)cc2Cl)c2ccccc12	10	2.5%
6	Nc1ccc(Cl)c(S(=O)(=O)Nc2cccc(Cl)c2)c1	4	-2.6%
7	COc1cc(/C=N/NC(=O)c2cccnc2)ccc1OC(=O)c1ccc([N+](=O)[O-])cc1	2	-10%
8	Cc1cc(C)c(C#N)c(Oc2ccc(F)cc2)n1	53	-0.4%
9	O=C(Nc1ccc(F)cc1)N(Cc1cccs1)Cc1cc2cc3c(cc2[nH]c1=O)OCO3	-8	1.6%
10	Cc1ccc(-n2nc(-c3ccccc3)cc2Nc2ccccc2N)cc1	-6	1.1%
11	C[c-]1[c-](C)[c-](C)[c-](C)[c-]1C.[Fe].c1cc2nccc(N3CCCC3)[c-]2c1 (stereo not given)	0	-1.7%&4.0%
12	C[N+]1(C2CCC3CCCC2C3O)CCCCC1 (stereo not given)	-3	2.7%
13	COc1cc(/C=C2\SC(=N)N(c3ccc(F)cc3)C2=O)ccc1O	1	5.1%
14	CCCCOCCCNC(=O)C1CCCCC1	.	-1.5%
15	CCCOc1ccc(OCCOCCN2CCc3ccccc3C2)cc1	-7	7.8%

Remaining list, next part
#	structure	Mtb RmlCD inh	M. tuberculosis GlmU
16	Cc1ccc(CNC(=O)CCCc2nc3ccccc3s2)cc1	-2	-3.6%
17	OCCN1CCN(c2ncnc3c2sc2nc(N4CCOCC4)c4c(c23)CCC4)CC1	.	0.2%
18	CC(C)c1ccc(/C=N/NC(=O)c2cc(-c3cccc([N+](=O)[O-])c3)n[nH]2)cc1	-9	-4.5%
19	CNn1cnc2ccsc2c1=O	-2	.
20	COc1cc(C2N(c3ccc(Cl)c(Cl)c3)C(=O)C3CCCN32)cc(OC)c1OC (stereo not given)	-5	-3.7%
21	Cc1ccc(S(=O)(=O)N2CCN(C(=O)CSc3nnnn3C)CC2)c(C)c1	-8	1.4%
22	COCCN(C(=O)CSc1nc2ccc(C)cc2[nH]1)c1c(N)n(Cc2ccccc2)c(=O)[nH]c1=O	13	2.0%
23	O=C(N/N=C/c1sc(=O)n(-c2ccccc2)c1Cl)c1ccccc1	0	2.3%
24	CN(C)C(=O)Oc1ccc(-c2nnco2)cc1	1	5.2%
25	O=C(CSc1nnc(CNC(=O)c2ccco2)o1)Nc1nc2ccccc2s1	7	-2.2%
26	Cc1ccc(C(=O)CCNc2ccccc2)o1	.	-9.6%
27	N#Cc1cn(CC(=O)NCC2CCCO2)c2ccccc12 (stereo not given)	.	3.4%
28	O=C(CSC1=NC(=O)C(c2ccccc2)C(=O)N1)Nc1ccccc1[N+](=O)[O-] (stereo not given)	6	-4.8%
29	O=C(NCc1ccco1)/C(=C/c1ccco1)NC(=O)c1ccco1	10	-3.3%
30	CC(C)(C)NC(=O)CC(CC(=O)O)c1ccccc1 (stereo not given)	3	-1.2%

Further compounds:
#	structure	Mtb RmlCD inh	M. tuberculosis GlmU
31	Cc1ccc(Cl)cc1NC(=O)CCC(=O)Nc1cc(Cl)ccc1C	-9	-2.1%
32	COC(=O)N/N=C/c1cc(Cl)c(OCc2ccccc2F)c(OC)c1	.	-2.2%
33	CCOC(=O)C1(CC2CCCCO2)CCN(C(=O)Nc2cccc(SC)c2)CC1 (stereo not given)	.	0.9%
34	CN(C)S(=O)(=O)Nc1ccccc1C(N)=O	5	3.8%
35	Cc1ccc(C(=O)OCC(=O)NCc2cccs2)c(C)c1	-7	-0.1%
36	Cc1ccc(Nc2nc(N)nc(CSc3nnnn3-c3ccccc3)n2)cc1	.	3.2%
37	Cc1nnc(SCC(=O)NC(=O)NC(C)(C)C)s1	-1	-0.2%
38	Cc1ccsc1C(=O)OCC(=O)Nc1ccc(Cl)cc1C(F)(F)F	9	-0.2%
39	CCN(CC)S(=O)(=O)c1ccc(N2CCOCC2)c(NC(=O)c2ccccc2)c1	5	1.0%
40	Cc1ncc([N+](=O)[O-])n1CC(C)O (stereo not given)	4	-2.5%
41	O=C(CCC(=O)c1ccc(-c2ccccc2)cc1)Nc1cccnc1	-2	5.3%
42	CCN(CC)c1nc2c3c(nc4c(c3c1C#N)CC(=O)N4c1ccc(Cl)cc1)NC(C)=N2	0	2.5%
43	CC1CCc2ccccc2N1C(=N)N(C)C (stereo not given)	-9	-4.4%
44	CCOC(=O)Cn1c(=O)oc2cc(S(=O)(=O)Nc3c(C)cc(C)cc3C)ccc21	.	-3.5%
45	O=C(Cc1ccccc1)Nc1ccccc1C(=O)Nc1ccc(C(=O)O)cc1	-8	0.1%

(cont.)
#	structure	Mtb RmlCD inh	M. tuberculosis GlmU
46	Cc1ccc(C(=O)N2CCN(c3ncccn3)CC2)cc1S(=O)(=O)N1CCCCC1	4	-0.8%
47	O=C1CSCC(=O)N1c1ncc(C(F)(F)F)cc1Cl	9	1.3%
48	COc1ccc(N(Cc2cc3ccc(C)cc3[nH]c2=O)C(=O)c2ccco2)cc1	8	-3.1%
49	CCn1c(CNc2ccc(Cl)cc2)nnc1SCC(=O)OC1CCCCC1	4	-6.2%
50	O=C1C2CC=CCC2C(=O)N1c1ccc(NCCc2cccc(F)c2)c([N+](=O)[O-])c1 (stereo not given)	-5	-2.6%
51	CC(=O)Nc1nonc1NC(=O)COc1ccccc1	-5	-3.8%
52	Cc1cccc(C(=O)NC(=S)NNC(=O)c2ccccc2Cl)c1	6	2.5%
53	Brc1ccc(CSc2nnc(-c3ccccn3)n2Cc2ccco2)cc1	.	5.3%
54	O=C(Nc1ccc(Cl)c([N+](=O)[O-])c1)c1ccncc1	-6	4.1%
55	Cc1ccc(S(=O)(=O)NNc2ccccc2)c(C)c1	.	3.3%
56	O=C(C1=NN[C@@H]2C(=O)N(c3cccc(C(F)(F)F)c3)C(=O)[C@H]12)c1cnccn1	6	2.5%
57	O=c1c2ccccc2nc(-c2ccc(Cl)cc2Cl)n1O	8	1.2%
58	CN(C)CCNC(=O)CN1C(=O)COc2ccc(C(C)(C)C)cc21	.	4.5%
59	OC1CCN(C(=S)Nc2ccc(Oc3ccccc3)cc2)CC1	-5	-2.6%
60	COc1cc(C2=NC(CO)(CO)CO2)cc(OC)c1OC	-10	-2.7%

(cont.)
#	structure	Mtb RmlCD inh	M. tuberculosis GlmU
61	CCOC(=O)C1CCN(C(=O)c2c(-c3ccccc3)noc2C)CC1	6	4.4%
62	O=C(COc1ccccc1)NNc1nc2c(F)cc(F)cc2s1	7	-4.1%
63	NNC(=O)CSc1cccc2cccnc12	-1	4.8%
64	Cc1ccc(CNC(=O)C2CCN(S(=O)(=O)N3CCC4(CC3)OCCO4)CC2)cc1	.	1.8%
65	CCOC(=O)C1C(c2ccc(OC)c(OC)c2)c2c([nH][nH]c2=O)CC1(C)O (stereo not given)	20	0.6%
66	O=C(Cn1cnc2ccccc2c1=O)NCCC(=O)Nc1ccc2c(c1)OCO2	6	0.3%
67	COc1cc(S(=O)(=O)NC2CCCCC2C)ccc1Cl (stereo not given)	.	0.1%
68	CN(C)CCNc1nc2c(c(=O)[nH]c(=O)n2C)n1CCCc1ccccc1	2	7.4%
69	Cc1c(C(=O)N2CCC(Cc3ccccc3)CC2)cccc1[N+](=O)[O-]	-8	-9.5%
70	NS(=O)(=O)c1ccc(CCNC(=O)CSc2ccccc2)cc1	.	2.6%
71	CC(C)(c1ccccc1)c1ccc(OCCCNCCO)cc1	8	-2.2%
72	CN1C(=S)SC(N(O)C(=O)NC2CCCCC2)C1(C)C (stereo not given)	7	1.7%
73	CCC(C)N(C(=O)COC(=O)c1cn(CC)c2nc(C)ccc2c1=O)C1CCS(=O)(=O)C1 (stereo not given)	.	-2.3%
74	Cc1ccc(C(=O)NCc2ccco2)cc1S(=O)(=O)Nc1cccc(Cl)c1	.	4.0%
75	COc1ccc(NS(=O)(=O)c2ccc(Cl)c(N)c2)cc1Br	5	-3.1%

Full records, quoted from the list. Screens in order: Mtb RmlCD inh, M. tuberculosis GlmU
Entry for Cc1c(C(=O)N2CCC(Cc3ccccc3)CC2)cccc1[N+](=O)[O-] → -8, -9.5%
Entry for NS(=O)(=O)c1ccc(CCNC(=O)CSc2ccccc2)cc1 → ., 2.6%

Continuation.
#	structure	Mtb RmlCD inh	M. tuberculosis GlmU
76	CCOc1c(Cl)cc(/C=N/NC(N)=S)cc1OC	22	-2.8%
77	Cn1c(=O)c2c(nc(NCc3ccc4c(c3)OCO4)n2Cc2ccccc2F)n(C)c1=O	7	3.4%
78	CC(=O)N1CCN(c2ccc(NC(=O)c3ccc(N4CCCC4)c([N+](=O)[O-])c3)cc2Cl)CC1	-10	3.7%
79	Cc1cc(OCC(=O)NCCN2CCOCC2)cc(C)c1Br	.	3.9%
80	C/C(=N/Nc1nc(-c2ccc(Cl)cc2)cs1)c1cccs1	-5	3.2%
81	CCCCn1c(SCc2c(C)noc2C)nc2cc(S(N)(=O)=O)ccc21	-13	4.8%
82	CN(C)/C=C(/C(=O)c1ccccc1Cl)S(=O)(=O)c1ccccc1	.	0.7%
83	Cc1cc2ncn(S(=O)(=O)c3ccc(S(=O)(=O)N4CCCCCC4)cc3)c2cc1C	.	-6.0%
84	COc1ccc(OC/C(O)=C(\C#N)c2nc3ccccc3[nH]2)cc1	11	.
85	c1ccc(-c2nc(N3CCCCCC3)c3ccccc3n2)nc1	17	-12%
86	N/C(=N\NC(=O)c1ccccc1Cl)c1cc2ccccc2oc1=O	-6	-0.9%
87	COC(=O)c1ccccc1NC1c2ccccc2C(=O)N1c1cccnc1 (stereo not given)	-45	0.6%
88	CSc1nsc(/C=C/Nc2ccc(C(=O)O)cc2)c1C#N	-3	-2.4%
89	COc1ccc(C(C(N)=O)c2ncc(C(F)(F)F)cc2Cl)cc1OC (stereo not given)	2	-6.5%
90	c1ccc(-n2nnnc2-n2cnc3ccccc32)cc1	1	0.0%

91	Cc1cccc2cc(/C=C/C(=O)c3ccco3)c(Cl)nc12
92	CC1CCCC(C)N1S(=O)(=O)c1ccc(NC(=O)c2ccccc2C(=O)N2CCOCC2)cc1 (stereo not given)
93	COc1cc(CNCCO)ccc1OCC(=O)Nc1ccc(Br)cc1
94	Cn1c(=O)c(C(=O)Nc2ccccc2S(N)(=O)=O)c(O)c2ccccc21
95	COc1cc(N2CCCC2)c(OC)cc1/C=C(/C#N)c1ccc(Br)cc1
96	COc1nc(-c2ccccc2)nc(C)c1CC(=O)O
97	N#Cc1ccccc1Cn1c(-c2cscn2)nc2ccccc21
98	COc1cc(-c2cc3nc4ccccc4n3c(N)c2C#N)cc(OC)c1OC
Compound	91	92	93	94	95	96	97	98
Mtb RmlCD inh	12	-14	-6	10	.	.	4	.
M. tuberculosis GlmU	2.5%	3.4%	-2.1%	3.0%	3.8%	0.4%	-5.5%	2.5%

99	Cc1nn(C(=O)N2CCOCC2)c(C)c1C
100	Cc1ccccc1CN1C(=O)C(C)S/C1=N/N=C/c1ccco1 (stereo not given)
101	COc1cc(/C=N/Nc2nc3ccccc3s2)ccc1O
102	c1cc(C(c2nnnn2C2CCCC2)N2CCOCC2)ccn1 (stereo not given)
103	COc1ccc(NC(=O)C(Br)C(C)C)cc1 (stereo not given)
104	CC(=O)Nc1ccccc1C(=O)OCC(=O)c1ccc2ccccc2c1
105	CCN(CC)S(=O)(=O)c1cccc(NC2=NCCCCC2)c1
106	CC(O)CNCCNCc1c(OCc2ccccc2)ccc2ccccc12 (stereo not given)
Compound	99	100	101	102	103	104	105	106
Mtb RmlCD inh	3	-13	6	-6	4	3	.	1
M. tuberculosis GlmU	-0.5%	4.2%	-2.9%	-1.0%	-2.2%	0.0%	-4.6%	-12%

107	Cc1cc(NC(=O)c2ccc(C)c([N+](=O)[O-])c2)no1
108	COc1ccc(-c2nn(-c3ccccc3)cc2/C=C/C(=O)OCC(=O)Nc2ccccc2C#N)cc1
109	O=S(=O)(N/N=C/c1ccccc1F)c1ccccc1
110	Cc1c(N=Cc2cc(Br)cc(Br)c2O)cccc1C(=O)O
111	COc1cc(NC(=O)COc2ccccc2Cl)ccc1NC(=O)C(C)C
112	C/C(CCc1oc2ccccc2c1-c1ccc(C)o1)=N/O
113	CN1CCCN(S(=O)(=O)c2cccc(Cl)c2Cl)CC1
114	COc1ccc(CCNC(=O)c2nnn(CC(=O)Nc3ccccc3)c2N)cc1OC
115	CCn1c(Cc2cccs2)nnc1SCC(=O)Nc1ccc(OC)c(OC)c1
Compound	107	108	109	110	111	112	113	114	115
Mtb RmlCD inh	6	.	5	-1	-11	60	-8	-9	.
M. tuberculosis GlmU	-4.4%	7.0%	-1.8%	-1.3%	1.9%	11%	0.6%	-0.6%	7.2%

Some of the entries above in another layout.
Second line of a record: Mtb RmlCD inh | M. tuberculosis GlmU
(111) COc1cc(NC(=O)COc2ccccc2Cl)ccc1NC(=O)C(C)C
  -11 | 1.9%
(109) O=S(=O)(N/N=C/c1ccccc1F)c1ccccc1
  5 | -1.8%

Assay outcomes deposited in PubChem by several laboratories.

An excerpt; rates above refer to the full screens.
